Bioassay records (PubChem BioAssay)
MEP2 TOR yeast: alters MEP2-GFP fluorescence in TOR pathway yeast screen | S. cerevisiae MEP2-GFP strain, flow cytometry GFP, 3 h; 100% = DMSO control level | GFP response vs DMSO, % at 10 µM | actives 0.51% (n = 330,000) | AID 2016;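 active means GFP response versus DMSO above a set limit, roughly screen mean plus 3 SD, cut at about 180% in these data; inconclusive means fewer than 70 cells counted for a yeast strain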;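 further: median GFP fluorescence of the barcode-gated MEP2-GFP cells per well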
JMJD2C inh: human JMJD2C demethylase inhibition | Q9H3R0 | GST-JMJD2C(1-420) H3K9me3 demethylation, DELFIA europium | inhibition, % at 2.35 µM | actives 0.069% (n = 330,000);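 active means more than half of a compound's replicate wells show inhibition beyond 50%, single wells judged on their own value; inconclusive means some, but no more than half, of replicates pass 50% inhibition; inactive means no replicate passes 50% inhibition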;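 further: signal counts dimethyl H3K9 product captured on neutravidin plate; 0% = median of DMSO wells and 100% = 0.3 times that DMSO median; strong numbers were not always called active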
Target sequence (Q9H3R0 1-420 limits assumed): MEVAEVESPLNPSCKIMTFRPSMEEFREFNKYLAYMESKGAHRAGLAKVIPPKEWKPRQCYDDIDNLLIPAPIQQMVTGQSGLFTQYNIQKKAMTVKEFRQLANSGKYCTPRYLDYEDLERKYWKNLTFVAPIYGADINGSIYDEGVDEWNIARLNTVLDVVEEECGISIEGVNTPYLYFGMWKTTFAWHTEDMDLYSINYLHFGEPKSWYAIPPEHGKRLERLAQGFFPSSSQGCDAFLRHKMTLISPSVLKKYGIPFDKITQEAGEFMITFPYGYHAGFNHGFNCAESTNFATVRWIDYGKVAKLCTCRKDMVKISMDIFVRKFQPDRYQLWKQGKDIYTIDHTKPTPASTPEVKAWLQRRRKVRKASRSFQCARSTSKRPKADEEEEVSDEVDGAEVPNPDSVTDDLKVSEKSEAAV
proCasp3 act: activates human procaspase-3; P42574; actives 0.11% (n = 330,000); activation, % at 8.5 µM; AID 463141; recombinant procaspase-3 D3A, Ac-DEVD-pNA absorbance 405 nm;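 active means activation above the mean of all tested compounds plus 3 SD, cut at about 21% in these data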;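 further: 0% = DMSO alone and 100% = DMSO wells spiked with extra 5 µM PC-3 D3A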
Target sequence (P42574 whole entry D9A/D28A/D175A): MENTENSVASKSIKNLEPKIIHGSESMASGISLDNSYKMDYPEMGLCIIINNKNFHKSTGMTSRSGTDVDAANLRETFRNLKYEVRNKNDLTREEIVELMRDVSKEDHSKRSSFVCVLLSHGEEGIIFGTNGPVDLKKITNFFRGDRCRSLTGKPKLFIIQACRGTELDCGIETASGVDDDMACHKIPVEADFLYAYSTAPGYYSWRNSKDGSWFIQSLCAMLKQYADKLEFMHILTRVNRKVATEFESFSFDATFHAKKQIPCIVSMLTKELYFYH
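Assay system – Procaspase-3 D3A mutant · Benchmarks – DMSO low control, extra-enzyme high control · Technique – 405 nm absorbance of p-nitroaniline, reads at 0 and 120 min · Doses – 8.5 µM nominal · Measure – % activation between DMSO and enzyme-spiked controls · Also added – Ac-DEVD-pNA chromogenic peptide substrate · Schedule – 1 h compound preincubation, 2 h substrate hydrolysis at 25 °C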
LAP4 TOR yeast: yeast TOR pathway LAP4-GFP modulation; S. cerevisiae LAP4-GFP multiplex, flow cytometry GFP, 3 h; median GFP as percent of DMSO wells; GFP response vs DMSO, % at 10 µM; AID 2023; actives 0.34% (n = 320,000);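 active means GFP response vs DMSO above a set limit, about the screen mean plus 3 SD, cut at about 150% in these data; inconclusive means under 70 cell events counted for the yeast strain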
RPL19A TOR yeast: yeast TOR pathway RPL19A-GFP modulation | S. cerevisiae RPL19A-GFP strain, flow cytometry, 3 h; active compounds read low | percent response vs DMSO, % at 10 µM | actives 0.3% (n = 330,000) | AID 2025;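 active means percent response vs DMSO below 50%; inconclusive means fewer than 70 events counted for the yeast strain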;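 further: median channel GFP fluorescence of the barcoded RPL19A-GFP strain; ratio of sample median GFP to plate DMSO average so 100% = DMSO; lower means less RPL19A-GFP as with rapamycin TOR inhibition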
Yeast superoxide: caloric restriction mimetics inhibiting age-related superoxide in yeast; S. cerevisiae aged cells, superoxide DHE fluorescence; active compounds read low; superoxide response (% of plate mean), % at 10 µM; actives 0.18% (n = 330,000); AID 2690;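 active means superoxide response under a set limit, about three screen SD below normal, cut at about 65% in these data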;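 further: yeast aged for seven days with compound at 30 °C before DHE staining; 100% = average MFI of all compound-treated wells on the plate with controls excluded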
AHR activator: activators of human aryl hydrocarbon receptor | AHR-responsive luciferase reporter cells, luminescence | actives 2.5% (n = 320,000) | P35869 | activation, % at 5 µM; in the data active means activation above about 47%;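 further: 0% = vehicle wells and 100% = reference agonist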
proCasp7 act: counter-screen: procaspase-7 (human) activation | activation, % at 8.5 µM | AID 463210 | recombinant procaspase-7, Ac-DEVD-pNA absorbance 405 nm; D23A/D198A/D206A triple mutant, cannot self-cleave; scale: DMSO 0, 5 µM enzyme 100 | actives 0.093% (n = 330,000) | P55210;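 active means percent activation above the screen-wide mean plus 3 SD, cut at about 25% in these data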
Target sequence (P55210 whole entry D23A/D198A/D206A): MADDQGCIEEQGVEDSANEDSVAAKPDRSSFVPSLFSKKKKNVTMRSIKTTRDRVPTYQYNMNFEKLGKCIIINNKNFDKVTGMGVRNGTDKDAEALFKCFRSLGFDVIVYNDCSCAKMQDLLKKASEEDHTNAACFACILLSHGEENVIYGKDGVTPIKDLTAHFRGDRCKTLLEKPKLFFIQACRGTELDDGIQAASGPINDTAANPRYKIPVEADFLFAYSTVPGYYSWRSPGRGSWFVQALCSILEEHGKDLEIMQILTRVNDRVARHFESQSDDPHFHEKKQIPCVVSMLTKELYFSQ
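buffer or medium = Zinc-free HEPES/NaCl buffer, pH 7.4 | material = Procaspase-7 triple mutant (PC-7 D3A) | input = 2 µM procaspase-7 mutant as dispensed | signal = Epi-absorbance of released pNA at 405 nm, two timepoints | timing = 1 h preincubation, 2 h reaction | replicates = singlicate compound testing | evaluation = % activation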
The depositor's hits bear a star; i = inactive; u = inconclusive; x = no result given.

SMILES	MEP2 TOR yeast	JMJD2C inh	proCasp3 act	LAP4 TOR yeast	RPL19A TOR yeast	Yeast superoxide	AHR activator	proCasp7 act
Cc1cc(C(=O)N2CCN(CCc3ccccc3)CC2)no1	106	-6	7	107	104	102	1	-8
C/C(N)=C(/C#N)C(=O)COC(=O)c1cc(-c2cccc3ccccc23)nc2ccccc12	96	-1	3	100	96	90	1	-1
CN1OC(COC(=O)c2ccc(Cl)cc2Cl)CC1c1ccccc1 (centres undefined)	99	6	0	97	100	113	0	-10
Cc1cc(=O)n2nc(N3CCC(C(=O)NCc4ccccc4Cl)CC3)sc2n1	94	10	3	102	105	102	2	12
CCC(=O)Nc1ccc(NC(=O)C23CC4CC(CC(C4)C2)C3)cn1	99	6	-5	98	102	102	2	14
O=C(CCn1nnc(-c2cccs2)n1)NCc1ccccc1Cl	101	14	-4	100	99	110	1	7
CC(Sc1ncccn1)C(=O)Nc1ccc2c(c1)OCO2 (centres undefined)	104	3	1	111	112	77	6	10
COc1ccc(NC(=O)CN(C)CCOc2ccc(Cl)cc2)cc1OC	102	3	6	93	103	101	1	-2
COc1ccc(NC(=O)C2CCCC2)cc1S(=O)(=O)N1CCOCC1	97	-5	4	88	91	99	-1	5
COc1ccc(S(=O)(=O)N2CCOCC2)cc1NC(=O)c1cccc(Cl)c1	104	0	-4	82	107	105	4	-5
NS(=O)(=O)c1cccn1-c1ncc(C(F)(F)F)cc1Cl	114	6	-15	112	115	108	-6	9
O=C1c2ccsc2SCCN1Cc1cccc(Cl)c1	103	11	-9	112	96	116	0	-7
Cc1ccc(-n2c(C)c3c(C)nnc(C)c3c2C)cc1N	95	11	1	104	99	99	3	-2
Cc1cc(C(=O)CSc2nnnn2-c2ccc(Cl)cc2)c(C)n1CC1CCCO1 (centres undefined)	103	-2	4	91	98	110	2	2
Cc1ccc2c(c1)CCCN2C(=O)c1cccs1	95	77	7	107	92	69	13	4
O=C(C1CCCC1)N1CCCC(Nc2ccc(F)cc2)C1 (centres undefined)	100	5	3	76	102	91	5	5
COC(=O)C1C(=O)C=C(N2CCOCC2)CC1(C)C (centres undefined)	95	3	-8	93	93	106	3	7
COc1ccc(S(=O)(=O)N2CCC(C(=O)N[C@@H](C)C(=O)N3CCCCCC3)CC2)cc1	106	-2	-3	109	99	124	0	-13
O=C(C1CCCN(c2ncnc3c2nc2n3CCCCC2)C1)N1CCN(c2cccc(Cl)c2)CC1 (centres undefined)	96	-10	5	95	94	103	0	-1
CCc1ccc(NS(=O)(=O)c2ccc(C)c(C(=O)N3CCOCC3)c2)cc1	109	-14	-2	84	103	102	1	-10
N#Cc1ccc(NC(=O)Nc2ccc(Oc3ccc(NC(=O)Nc4ccc(C#N)cc4)cc3)cc2)cc1	90	2	-6	89	94	98	17	0
COc1cc(SC)ccc1C(=O)N1CCN(Cc2ccccc2)CC1	104	1	0	102	100	94	-1	-4
Cn1nnc2cc(C(=O)NC3CCCCC3)ccc21	97	-1	2	92	98	114	6	4
NC(=O)c1cnn(-c2ccc3ccccc3c2)c1N	83	5	-4	101	92	103	17	1
CC(NC(=O)COC(=O)c1ccc[nH]c1=O)c1ccccc1 (centres undefined)	96	11	0	103	98	110	0	5
CN(CC(=O)Nc1ccc(F)cc1)C(=O)COc1ccccc1Cc1ccccc1	104	-9	8	109	101	104	1	2
Nc1cc(S(=O)(=O)O)cc([N+](=O)[O-])c1O	89	4	-23	93	96	129	0	-19
C1CN(CC2CCN(c3nc4nonc4nc3N3CCSCC3)CC2)CCO1	103	23	2	97	97	95	4	2
CCCCC(=O)Nc1ccc(Cl)cn1	97	0	10	93	94	100	-1	4
CCC(C)Nc1nc2c(c(=O)n(C)c(=O)n2C)n1Cc1cccc(C)c1 (centres undefined)	109	1	3	102	101	95	2	8

Seven entries from above, sorted by the value under LAP4 TOR yeast, rising.
mol	LAP4 TOR yeast
CCc1ccc(NS(=O)(=O)c2ccc(C)c(C(=O)N3CCOCC3)c2)cc1	84
N#Cc1ccc(NC(=O)Nc2ccc(Oc3ccc(NC(=O)Nc4ccc(C#N)cc4)cc3)cc2)cc1	89
COC(=O)C1C(=O)C=C(N2CCOCC2)CC1(C)C (centres undefined)	93
O=C(C1CCCN(c2ncnc3c2nc2n3CCCCC2)C1)N1CCN(c2cccc(Cl)c2)CC1 (centres undefined)	95
NC(=O)c1cnn(-c2ccc3ccccc3c2)c1N	101
CCC(C)Nc1nc2c(c(=O)n(C)c(=O)n2C)n1Cc1cccc(C)c1 (centres undefined)	102
CC(NC(=O)COC(=O)c1ccc[nH]c1=O)c1ccccc1 (centres undefined)	103

The listing continues.
SMILES	MEP2 TOR yeast	JMJD2C inh	proCasp3 act	LAP4 TOR yeast	RPL19A TOR yeast	Yeast superoxide	AHR activator	proCasp7 act
CC(C)CC(OC(=O)c1nsc(Cl)c1Cl)C(=O)NCC1CCCO1 (centres undefined)	103	-22	0	96	99	92	-1	4
CN(C)c1ccc(/C=C(\C#N)C(=O)NCc2ccco2)cc1	100	5	-6	101	101	100	11	-14
CC1=C(C#N)C2(O)C(=O)c3ccccc3C2(O)N1 (centres undefined)	101	x	-2	98	101	116	1	11
COc1ccc(CN2CCNC(=O)C2CC(=O)N(C)Cc2ccncn2)c(OC)c1 (centres undefined)	96	3	3	96	97	94	0	12
Nc1sc2c(c1C(=O)NCCc1ccccc1)CCC2	102	19	-5	105	95	97	27	-10
Cc1ccc(C)c(NC(=O)c2cnc3n(c2=O)CCS3)c1	104	-2	5	112	96	104	1	7
COc1ccc(S(=O)Cc2ccc(C(=O)NCc3cccc(OC)c3)o2)cc1 (centres undefined)	113	-4	1	110	100	90	-1	6
Cc1ccc(NC(=S)N2CCCCCC2)cc1	96	-13	-7	105	95	99	-2	-1
CCCCSc1nc(C)nc2c1c(=O)n(C)c(=O)n2C	88	-4	2	106	98	86	38	9
O=C(CSc1nnc(CNC(=O)c2c(F)cccc2F)o1)NCCc1ccccc1	98	20	4	97	99	96	9	-1
CC1CCCC(C)N1C(=O)COC(=O)c1ccc([N+](=O)[O-])o1 (centres undefined)	114	-1	6	101	96	129	0	12
COc1ccc(-c2c(C)oc3c(CN4CCCCC4C)c(O)ccc3c2=O)cc1OC (centres undefined)	112	-7	3	105	102	94	-1	5
Cc1nn(Cc2ccc(Cl)c(Cl)c2)c(C)c1NC(=O)c1noc2c1CCCCC2	106	13	2	97	101	99	2	4
O=C(COc1ccccc1[N+](=O)[O-])N(Cc1ccccc1)c1ccccn1	105	-12	6	101	107	103	0	-1
Cc1ccc(-c2ccc([C@H]3[C@@H]4C=CCC[C@@]4(C)C(=O)N3Cc3ccccc3)c(F)c2)cc1	103	3	4	98	99	106	0	7

Individual results from the entries so far:
Value for `COc1ccc(S(=O)Cc2ccc(C(=O)NCc3cccc(OC)c3)o2)cc1` (centres undefined) under AHR activator: -1
Value for `COc1ccc(-c2c(C)oc3c(CN4CCCCC4C)c(O)ccc3c2=O)cc1OC` (centres undefined) under MEP2 TOR yeast: 112

(further entries)
SMILES	MEP2 TOR yeast	JMJD2C inh	proCasp3 act	LAP4 TOR yeast	RPL19A TOR yeast	Yeast superoxide	AHR activator	proCasp7 act
Cc1cc(C)cc(OCC(=O)Nc2cccc(-c3nnc(-c4ccco4)o3)c2)c1	101	u	-2	110	100	106	2	2
Cc1ccc([N+](=O)[O-])cc1S(=O)(=O)N1CCC(C)CC1	97	-1	-7	101	93	108	2	6
Cn1c(=O)oc2cc(S(=O)(=O)NC(Cc3ccccc3)C(=O)N3CCCCC3)ccc21 (centres undefined)	98	5	5	96	100	92	7	3
CCN1C(=O)c2ccccc2Sc2ccc(C(=O)NC(C)C)cc21	106	-9	-2	105	104	93	0	-1
Cc1cccc2sc(NC(=O)C3CC3)nc12	96	4	x	97	95	99	x	x
Cc1ccc(OCCNC(=O)CCNS(=O)(=O)c2ccc(Br)cc2)cc1	96	-16	-13	95	93	108	2	8
Cn1c(C(=O)OCC(=O)NCCc2ccccc2)cc2sccc21	96	0	3	96	95	98	0	5
CCOC(=O)c1ccc(N2C(=O)CC(NNC(=O)c3ccc(Br)s3)C2=O)cc1 (centres undefined)	98	5	-16	101	96	112	6	-1
CCn1c(O)c(N=NC(=O)CNC(=O)c2ccco2)c2ccccc21	99	10	5	92	97	91	12	-5
CCCCNC(=O)NNC(=O)c1ccco1	105	-3	2	100	99	123	1	9
NC(=O)Cn1c(=O)n(-c2ccccc2)c(=O)c2oc3ccccc3c21	103	4	-5	107	98	95	-1	8
CCN(CC)CCN(C(=O)c1ccc(S(=O)(=O)N(C)C2CCCCC2)cc1)c1nc2c(C)cccc2s1	101	-4	6	129	100	109	1	-4
C=CCOc1ccc(C2NC(=O)c3ccccc3O2)cc1 (centres undefined)	98	-1	4	97	101	100	2	-2
COCCNC(=O)C(c1ccc(C)cc1)N(C(=O)CCC(=O)Nc1ccccn1)c1ccc(F)cc1 (centres undefined)	124	1	0	90	79	107	1	-14
CNC(=O)C(=O)N/N=C/c1ccc(Br)cc1	100	-2	0	98	97	107	9	5
Cc1nn(C(=O)C2CC2)c(C)c1Sc1ccc(Cl)cc1	104	4	-9	95	99	101	-1	6
CC(C)C(=O)Nc1c(-c2ccc(Cl)cc2)c(=O)c2ccccc2n1C	92	2	4	84	93	90	-1	1
Cc1nnc(SCCC(=O)Nc2nc(-c3ccccc3)ns2)s1	94	x	-8	99	92	82	67*	-8
COc1ccc(N(CC(=O)N/N=C(\C)CCc2ccccc2)S(=O)(=O)c2ccc(C)cc2)cc1	107	6	-1	117	105	99	4	10
O=[N+]([O-])c1nn(-c2ccc3c(c2)OCCO3)n(O)c1=NCCC1=CCCCC1	98	-9	-4	98	97	104	11	0
O=C(COc1ccc(S(=O)(=O)N2CCCC2)cc1Cl)NCc1ccccn1	99	-2	9	90	101	110	2	13
O=C(NCc1ccc(C(F)(F)F)cc1)C1CC(c2ccccc2[N+](=O)[O-])=NO1 (centres undefined)	101	4	4	92	97	99	18	10
N#Cc1cc2c(nc1SCc1ccc(Cl)cc1)CCCC2	98	18	3	92	93	117	-7	9
OCC[C@@H]1C[C@H](O)[C@@H](O)[C@]2(CCCO2)O1	98	4	10	96	99	104	4	-5
COc1ccc(-c2nnn(CC(=O)NC3CCCc4ccccc43)n2)cc1OC (centres undefined)	107	-1	0	105	108	107	5	2
COc1ccc(S(=O)(=O)N2CCN(C(=O)CCSc3ccccc3)CC2)cc1	99	-9	5	96	96	100	1	4
Clc1ccc(CSc2nnc(/C=C/c3ccccc3)o2)c(Cl)c1	98	11	-2	95	100	104	-3	-7
CC1CCCCN1CC(=O)c1c(N)n(Cc2ccccc2)c(=O)n(C)c1=O (centres undefined)	101	x	-5	93	100	99	0	1
Cc1cc(C)c(S(=O)(=O)N2CCc3ccccc32)c(C)c1	119	-19	4	108	104	103	5	-3
O=c1[nH]c2cc3c(cc2cc1C(c1nnnn1Cc1ccccc1)N1CCCc2ccccc21)OCO3 (centres undefined)	106	-10	0	105	100	106	6	2
CC(=O)NC(CC(=O)N(C)Cc1cccc(Cl)c1Cl)c1ccccc1 (centres undefined)	96	x	0	90	97	86	1	-3
CC(C(=O)N1CCCc2ccccc21)N1C(=O)c2ccccc2C1=O (centres undefined)	98	i	4	95	97	91	0	-2
